Compound activity as filed in PubChem.
ATG4B inh: ATG4B protease inhibitors, primary screen, biochemical, fluorescence, uHTS | 0.51% of 340,000 active | Cysteine protease ATG4B (Homo sapiens), Q9Y4P1 | inhibition, % at 8.33 µM | ATG4B cleavage of LC3-PLA2, NBD-HPC fluorescence, 1 h; in the data active means inhibition above about 40%
MPTP inh: mitochondrial permeability transition pore inhibitors, primary screen, biochemical, isolated mouse mitochondria, absorbance. Ca2+ swelling absorbance, 30 min. inhibition, % at 10 µM. 1.4% of 360,000 active. AID 602449, 2012;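 active means inhibition of 50% or more, scaled per plate between neutral and stimulator controls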;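 further: 0% = DMSO wells given calcium and 100% = 1 mM EGTA wells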
NR3A LBD binder: binders of NR3A ligand-binding domain, primary screen, biophysical, differential scanning fluorimetry, uHTS; 2.5% of 340,000 active; Glutamate receptor ionotropic, NMDA 3A (GRIN3A) ligand-binding domain; Tm shift relative to glycine control, % at 25 µM; NR3A LBD differential scanning fluorimetry, Tm shift; 0% = protein alone, 100% = glycine-bound protein;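 active means melting temperature shift of at least 10% of the positive control shift, at one fixed dose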
SENP1 FRET inh: human SENP1 catalytic domain inhibitors, primary screen, biochemical, FRET, uHTS | recombinant SENP1 catalytic domain, CyPet-SUMO1-YPet FRET cleavage | inhibition, % at 10 µM | 0.21% of 360,000 active | Sentrin-specific protease 1 (Homo sapiens), Q9P0U3;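 active means inhibition at least 30% at 10 µM, raw YFP signal under a set limit, fluorescence ratio 0.5 to 1.5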;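 further: 0% = enzyme with DMSO and 100% = no enzyme wells; some results filed as inactive read as strong as hits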
Target sequence (Q9P0U3 419-644 limits assumed): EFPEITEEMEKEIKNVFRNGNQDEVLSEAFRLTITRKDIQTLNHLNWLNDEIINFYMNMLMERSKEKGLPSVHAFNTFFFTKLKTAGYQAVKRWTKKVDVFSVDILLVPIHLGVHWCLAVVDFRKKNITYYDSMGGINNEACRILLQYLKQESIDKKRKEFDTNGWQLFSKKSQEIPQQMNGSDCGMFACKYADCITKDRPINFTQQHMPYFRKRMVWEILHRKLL
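system = hSENP1 catalytic domain, recombinant | reagent = SFCypet-SUMO1-SFYpet substrate at 25 nM | doses = one dose per compound, 10 µM, 0.5% DMSO | incubation = enzyme reaction for 50 min at room temperature, dark | measured by = FRET, CFP and YFP emission | controls = no-enzyme low, enzyme-DMSO high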
hIAP act: human IAP activators, primary screen, biochemical, luminescence, uHTS. Intestinal-type alkaline phosphatase (Homo sapiens), P09923. purified human IAP, CDP-Star luminescence, 30 min; hits give high values; 1 = vehicle-only enzyme, 0 = enzyme-free background. activation factor at 10 µM. 0.16% of 330,000 active. AID 2524, 2010;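 active means activation factor of the enzyme at least 2-fold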; further: the source names both 10 and 20 µM as test concentration; values of inactives mirror those of a sister screen read the other way
Target sequence (P09923 whole entry, looked up): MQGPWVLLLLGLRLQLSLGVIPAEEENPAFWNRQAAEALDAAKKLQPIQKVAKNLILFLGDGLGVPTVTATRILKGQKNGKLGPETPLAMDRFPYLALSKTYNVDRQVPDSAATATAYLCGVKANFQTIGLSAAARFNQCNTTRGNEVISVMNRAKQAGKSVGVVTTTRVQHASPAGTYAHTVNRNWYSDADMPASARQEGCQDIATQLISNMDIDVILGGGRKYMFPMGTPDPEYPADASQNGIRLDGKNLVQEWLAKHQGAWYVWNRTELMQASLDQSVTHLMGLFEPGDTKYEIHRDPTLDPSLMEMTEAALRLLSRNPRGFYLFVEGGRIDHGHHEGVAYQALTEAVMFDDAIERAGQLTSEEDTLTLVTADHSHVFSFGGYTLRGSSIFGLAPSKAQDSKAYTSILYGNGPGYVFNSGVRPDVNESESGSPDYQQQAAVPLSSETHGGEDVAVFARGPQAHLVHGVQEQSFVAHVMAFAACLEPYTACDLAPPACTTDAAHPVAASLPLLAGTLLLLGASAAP
SENP6 inh: SENP6 protease inhibitors, primary screen, biochemical, luminescence, uHTS; Sentrin-specific protease 6 (Homo sapiens), Q9GZR1; Recombinant SENP6 catalytic domain, aminoluciferin luminescence; inhibition, % at 10 µM; 1.8% of 330,000 active;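 active means inhibition above about 50% at the single tested dose, limit read from the data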;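 further: plate controls were DMSO wells with enzyme for no effect and DMSO wells lacking enzyme for full effect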
PfG6PD inh: PfG6PD enzyme inhibitors, primary screen, biochemical, fluorescence intensity, uHTS. glucose-6-phosphate dehydrogenase-6-phosphogluconolactonase (Plasmodium falciparum 3D7). PfGluPho enzyme, NADPH resazurin-diaphorase fluorescence. 0.78% of 350,000 active. inhibition, % at 20 µM;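 active means inhibition reaching at least a set limit at 20 µM in the primary screen, cut at about 59% in these data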;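 further: 0% = DMSO wells with substrate and 100% = DMSO wells lacking glucose-6-phosphate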
SENP8 block: human SENP8 protease inhibitors, primary screen, biochemical, fluorescence, Nedd8 protein substrate, uHTS | 0.64% of 360,000 active | recombinant SENP8 | inhibition, % at 20 µM | Sentrin-specific protease 8 (Homo sapiens), Q96LD8; in the data active means inhibition mostly above about 40%, no sharp cut-off; inactive means mostly below about 27%
Target sequence (Q96LD8 whole entry, looked up): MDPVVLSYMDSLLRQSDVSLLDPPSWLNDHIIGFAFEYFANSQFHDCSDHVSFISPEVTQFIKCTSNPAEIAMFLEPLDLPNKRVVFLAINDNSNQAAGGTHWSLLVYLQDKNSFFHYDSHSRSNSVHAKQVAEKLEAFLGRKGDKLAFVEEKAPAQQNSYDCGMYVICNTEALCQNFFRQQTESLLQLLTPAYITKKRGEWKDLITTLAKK
Numbers without * were called inactive; . = no result given.

SMILES | ATG4B inh | MPTP inh | NR3A LBD binder | SENP1 FRET inh | hIAP act | SENP6 inh | PfG6PD inh | SENP8 block
COc1ccccc1C(=O)NCCC(=O)NCCc1ccccc1 | -9 | -1.3 | 1 | 0 | 0.98 | -10 | 13 | -2
Cc1cccc(C(=O)NCc2ccc(S(N)(=O)=O)cc2)c1[N+](=O)[O-] | -5 | -0.1 | 5 | 0 | 1 | -4 | 8 | 17
Cc1ccc(NC(=O)CSc2nc(=O)n(CCCN3CCOCC3)c3c2CCCC3)cc1F | -2 | 1.2 | 0 | 3 | 1 | 0 | 9 | 4
C=CCN(c1ccccc1Cl)S(=O)(=O)c1cccc(C(=O)OCC(=O)N(C)C2CCS(=O)(=O)C2)c1 (configuration not stated) | 3 | 0.1 | -2 | 3 | 0.93 | 2 | -18 | 9
Cc1cc(NC(=O)c2ccc(S(=O)(=O)N(C)CC3CCCO3)cc2)no1 (configuration not stated) | -15 | 1.5 | -1 | 2 | 1 | -6 | 6 | 8
Cc1c(/C(Cc2ccccc2)=N/O)c2ccccc2n1C | -5 | -0.3 | 0 | -3 | 1.1 | -26 | 27 | 21
CC1=C(Nc2ccc(C(=O)O)cc2)C(=O)c2ccccc2C1=O | 4 | 3.1 | -2 | -1 | 1 | 16 | -19 | 27
CCCc1cc(C(=O)N2CCCC(CO)(CCCc3ccccc3)C2)n(C)n1 (configuration not stated) | 12 | 1.3 | -1 | -1 | 1.1 | -16 | -5 | -1
O=[N+]([O-])c1ccc(Oc2cccnc2)c([N+](=O)[O-])c1 | -5 | 0.3 | 3 | 0 | . | . | 33 | 14
COc1ccccc1/C=N/NC(=O)CC(=O)NCc1cccnc1 | 0 | -11 | -1 | -1 | 1 | -21 | 32 | 1
CC(=O)Nc1ccc(NC(=O)CSc2ccccn2)cc1 | 1 | -0.6 | -8 | -2 | 0.98 | -6 | -19 | 9
Cc1ccc(NC(=O)CN(C)S(=O)(=O)c2cccc3cccnc23)cc1F | -3 | 2.3 | 14* | -5 | 0.89 | -5 | 7 | 21
CCn1cc(C(=O)N[C@@H](CCSC)C(=O)NCCCOC)c(=O)c2cc3c(cc21)OCO3 | 4 | -0.7 | -2 | 0 | 0.86 | -24 | -3 | -37
Cc1ccc(N/C=C(/C#N)c2ccsc2)cc1 | 7 | -10 | -2 | -4 | 0.96 | -22 | -2 | 13
CCOC(=O)c1ccccc1NC1c2ccccc2C(=O)N1C1CCN(C(=O)OCC)CC1 (configuration not stated) | -2 | -0.8 | -1 | 1 | 1 | -8 | 19 | -465
N#C/C(=C\c1ccc(Cl)cc1)c1nc2ccccc2o1 | 13 | 15 | -2 | -10 | 0.94 | -7 | 16 | -307
O=C(CN1CCN(CC(=O)Nc2cccc(F)c2)CC1)NCC1(N2CCOCC2)CCCCC1 | 8 | 0.1 | -1 | -2 | 0.79 | -13 | -22 | 16
O=C(CN1CCOCC1)NC1CC2CCC1C2 (configuration not stated) | 3 | -8.3 | 0 | 0 | 1.1 | 12 | -15 | 3
COc1cc(/C=C2/CCc3ccccc3C2=O)cc(OC)c1OC | 13 | 2.4 | -3 | 5 | 0.97 | -8 | 2 | 5
C#CC(CC)(CC)NC(=O)NC1CCCCC1 | -3 | 1.1 | -8 | 2 | 1 | 2 | 16 | 3

Just ATG4B inh, SENP6 inh and NR3A LBD binder, for some of the entries so far:
Structure,ATG4B inh,SENP6 inh,NR3A LBD binder
Cc1ccc(NC(=O)CN(C)S(=O)(=O)c2cccc3cccnc23)cc1F,-3,-5,14*
CCn1cc(C(=O)N[C@@H](CCSC)C(=O)NCCCOC)c(=O)c2cc3c(cc21)OCO3,4,-24,-2
O=C(CN1CCN(CC(=O)Nc2cccc(F)c2)CC1)NCC1(N2CCOCC2)CCCCC1,8,-13,-1
C#CC(CC)(CC)NC(=O)NC1CCCCC1,-3,2,-8
N#C/C(=C\c1ccc(Cl)cc1)c1nc2ccccc2o1,13,-7,-2
Cc1ccc(N/C=C(/C#N)c2ccsc2)cc1,7,-22,-2
CCOC(=O)c1ccccc1NC1c2ccccc2C(=O)N1C1CCN(C(=O)OCC)CC1 (configuration not stated),-2,-8,-1

2 neighbouring records from above, quoted:
SMILES | ATG4B inh | MPTP inh | NR3A LBD binder | SENP1 FRET inh | hIAP act | SENP6 inh | PfG6PD inh | SENP8 block
COc1ccccc1C(=O)NCCC(=O)NCCc1ccccc1 | -9 | -1.3 | 1 | 0 | 0.98 | -10 | 13 | -2
Cc1cccc(C(=O)NCc2ccc(S(N)(=O)=O)cc2)c1[N+](=O)[O-] | -5 | -0.1 | 5 | 0 | 1 | -4 | 8 | 17

(list continues)
SMILES | ATG4B inh | MPTP inh | NR3A LBD binder | SENP1 FRET inh | hIAP act | SENP6 inh | PfG6PD inh | SENP8 block
O=C(Nc1nc2ccccc2[nH]1)c1ccc(Cl)cc1 | -1 | 1.9 | -2 | -1 | 1.3 | 93* | 11 | -38
COc1ccc(OC)c(C2SCCN2S(=O)(=O)c2cccc(C(F)(F)F)c2)c1 (configuration not stated) | -17 | 2.9 | 1 | 3 | 0.96 | -17 | 24 | -6
N=C1S/C(=C\c2ccc(-c3ccccc3C(=O)O)o2)C(=O)N1c1ccc2c(c1)OCO2 | 0 | 1.3 | 3 | -25 | . | . | 1 | -13
Cc1ccc(C(=O)OC(C)C(=O)Nc2ccc3c(c2)OCO3)c(O)c1 (configuration not stated) | 0 | -2.2 | -1 | 1 | 0.92 | -4 | 13 | 6
Cc1cccc(OCCSc2nnc(-c3ccoc3C)n2C)c1 | 1 | 4.0 | 0 | -1 | 1.1 | 20 | -1 | 14
COc1ccc(C(=O)Nc2ccc(NC(=O)c3ccco3)c(Cl)c2)cc1OC | -12 | -0.6 | -17 | 2 | 0.9 | -14 | -5 | -2
Cc1ccc2nc(C)c3c(c2c1)N(c1ccccc1)CC3 | 6 | 17 | -2 | -5 | 1 | -7 | -29 | -401
Cc1nnc(SCCn2c(N3CC(C)CC(C)C3)nc3c2c(=O)[nH]c(=O)n3C)s1 (configuration not stated) | -6 | 9.9 | 1 | 2 | 0.96 | -9 | -7 | 5
O=C(Nc1c(C(=O)NCc2ccco2)cnn1-c1ccccc1)c1cccc(F)c1 | -4 | 1.8 | 1 | 0 | 0.84 | -11 | -13 | 0
COC(=O)c1cc2c(=O)c3ccccc3oc2nc1/C=C/N(C)C | 2 | 1.2 | -2 | -21 | . | . | 14 | -206
COc1cc(C2c3c(oc4ccccc4c3=O)C(=O)N2Cc2ccco2)ccc1O (configuration not stated) | -3 | -0.7 | 3 | 5 | 0.96 | -7 | -13 | 33
CCCCN(Cc1ccccc1)C(=O)C1CCCN(S(=O)(=O)c2cnc[nH]2)C1 (configuration not stated) | -5 | -0.9 | -1 | 3 | 1.2 | 3 | -1 | 2
CN=C1c2cc3c(Br)c(OC)ccc3n2CCN1C | -6 | -1.7 | 0 | 2 | 0.86 | -21 | 5 | 0
CCN1CCN(C(=O)C2=CC(c3ccc(C)cc3)=NS(=O)(=O)N2C)CC1 | -27 | -0.2 | 3 | -1 | 0.95 | 3 | -9 | -57
COc1ccc(-c2c(C)nn3c(C(F)(F)F)cc(C)nc23)cc1 | . | -0.1 | . | 1 | . | . | 7 | 8
CC1(c2ccc(Cl)cc2)NC(=S)N2C1NC(=S)N2c1ccccc1 (configuration not stated) | -5 | 0.4 | -2 | 1 | 0.98 | 0 | 0 | 13
CC(C)c1ccc(/C=C/C(=O)n2nnc3ccccc32)cc1 | -2 | -1.6 | 2 | 3 | 0.99 | -27 | -7 | 11
O=S(=O)(O/N=C1\CCCc2ccccc21)c1ccc(Cl)cc1 | 9 | -3.8 | 2 | 1 | 0.96 | 8 | 11 | 23
COc1ccc(Nc2nc(N)nc(CSc3nccc(C)n3)n2)cc1 | 2 | -0.8 | -2 | -1 | 0.91 | -27 | 1 | 11
CCOC(=O)c1ccccc1NC(=O)c1c(N)n(C)c(=O)[nH]c1=O | -4 | . | -1 | . | 1 | -4 | 1 | .
CCc1ccccc1NC(=O)CC1SCCNC1=O (configuration not stated) | -9 | -1.0 | 1 | 3 | 0.97 | 1 | -3 | 0
COc1cccc(/C=C/C(=O)OCC(=O)N2c3ccccc3CC2C)c1 (configuration not stated) | . | 0.0 | . | -1 | . | . | 17 | -178
COc1cccc(OC)c1C(=O)NC(=S)Nc1ccc(N2CCOCC2)c(Cl)c1 | -9 | 3.0 | -2 | 4 | 0.95 | -14 | 10 | 20
CN(CC(=O)N1CCN(Cc2ccccc2)CC1)S(=O)(=O)c1ccc(F)cc1 | -3 | 1.3 | 3 | 1 | 1.3 | -20 | -8 | 4
CCOc1cc(C2C(C(=O)c3ccc(C)o3)=C(O)C(=O)N2CCc2ccccc2)ccc1O (configuration not stated) | -7 | -1.6 | -1 | -3 | 0.97 | -5 | -21 | -25
CCOC(=O)[C@@H]1[C@H]2COc3ccccc3[C@H]2N2C(=O)N(c3ccc(F)cc3)C(=O)[C@]12C | 2 | -2.4 | -4 | 1 | 0.91 | -11 | 9 | 12
COc1ccccc1/C=C/C1=NC(=C\C=C/c2ccccc2)/C(=O)O1 | 19 | -1.7 | 2 | -9 | 0.89 | -4 | 9 | -67
O=C(CSc1nnc(CCc2nc3ccccc3[nH]2)n1-c1ccccc1)NCc1ccco1 | -12 | -0.6 | 0 | 1 | 0.9 | 6 | 1 | 29
CCOC(=O)c1cccc(N2C(N)=NC(N)=NC2(C)C)c1 | 1 | -1.1 | 0 | -2 | 1.1 | -26 | -9 | 13
Cc1ccc(OS(=O)Nc2cccc3nccnc23)cc1 (configuration not stated) | 0 | -0.1 | -6 | 4 | 1.3 | -25 | 0 | 5
O=C(NCCCN1CCOCC1)C(=O)NCC1OCCN1S(=O)(=O)c1ccc(Cl)cc1 (configuration not stated) | . | -0.2 | . | 1 | . | . | -17 | 14
O=C(Nc1ccccc1N1CCCC1)c1ccco1 | 3 | -0.3 | 2 | -2 | 0.88 | -1 | 2 | -10
O=C(/C=C/c1ccc(Cl)c(Cl)c1)N1CCOCC1 | 0 | 0.9 | 0 | 0 | 1.2 | 12 | 14 | 6
CCN(CC)CCNC(=O)c1cn(C)c2ccc(S(=O)(=O)N(C)C3CCCCC3)cc2c1=O | -3 | -2.7 | 0 | -2 | 0.85 | -12 | 9 | 15
COc1ccc(-n2c(C)c(C)c3c(N)ncnc32)cc1 | -1 | -0.9 | -3 | 2 | 1 | -4 | 13 | -25
COc1ccc(N2CCN(C(=O)c3ccc(CS(=O)(=O)c4ccc(OC)cc4)o3)CC2)cc1 | -14 | 0.1 | 0 | 1 | 0.91 | -17 | 14 | 7
CCC(OC(=O)c1cccs1)C(=O)NCc1ccco1 (configuration not stated) | -6 | -0.1 | 3 | 0 | 1 | 1 | 11 | 14
COc1ccc(C(=O)NC(C)c2ccccc2)cc1Br (configuration not stated) | -7 | -1.8 | 0 | 2 | 0.93 | -4 | 2 | 9
Cc1ccc(C2CC(c3ccc(Br)cc3)=NN2C(=O)CSC2=NN3CCCC(=O)N=C3S2)cc1 (configuration not stated) | 5 | -1.0 | -2 | 2 | 0.94 | 1 | -4 | -4
CC(=O)Nc1cccc(NC(=O)c2ccc(Br)cc2)c1 | -1 | 0.1 | -17 | 0 | 0.91 | 1 | 16 | 3
CCOC(=O)c1c(C)[nH]c(C)c1C(=O)COC(=O)c1c(OC)cccc1OC | -6 | 0.9 | 0 | 2 | 0.99 | 11 | -15 | 1
